POLB inh: qHTS Assay for Inhibitors of DNA Polymerase Beta. P06746. 340,000 tested, 1.3% active. AID 485314, 2010. Pol beta primer extension/strand displacement, fluorescence kinetic. Potency, µM (titrated, usually from 114 µM), inactives show at the highest dose activity change, negative = inhibition, most hits filed as inhibitors; also: potency is read from the fitted curve at half-maximal effect; % is scaled to controls: 0 for no effect and ±100 for the full control effect
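10 nM enzyme + cpd, 15 min RT; start with substrate 50 nM final; read 0 min and after 10 min RT. Corrected, normalized data; 4-parameter Hill curve fit.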
POLI inh: qHTS for Inhibitors of Polymerase Iota. DNA polymerase iota (Homo sapiens), Q9UNA4. Pol iota fluorescent replication assay, 10 min. Potency, µM (doses to about 115 µM), for inactives: at the top dose activity, negative = inhibition, actives largely listed as inhibitors. 390,000 tested, 1% active. AID 588590, 2011; also: potency is read from the fitted curve at half-maximal effect
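Pol iota at 10 nM preincubated 15 min with compounds at room temperature; reaction started with fluorescent substrate, 50 nM final. Fluorescence read kinetically at 0 and 10 min; buffer-only wells as negative control.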
ALOX12 inh: Primary qHTS assay for inhibitors of human arachidonate 12S-lipoxygenase (ALOX12): Round 2. AID 1671190, 2021. Polyunsaturated fatty acid lipoxygenase ALOX12 (Homo sapiens), P18054. 580,000 tested, 1.1% active. Potency, µM (highest dose often 108 µM), for the others: at the top dose activity change, negative = inhibition, usual class: inhibitors. purified 12hLO, xylenol orange hydroperoxide absorbance; also: potency is read from the fitted curve at half-maximal effect; % is scaled to controls: 0 for no effect and ±100 for the full control effect
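Purified human 12hLO (150 nM final) in 25 mM Hepes, 0.01% Triton X-100, pH 7.0 was preincubated 15 min at room temperature with compound. Then 40 uM arachidonic acid was added, 30 min. Hydroperoxide was read by Fe-XO absorbance ratio 573/405 nm.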
POLK inh: qHTS for Inhibitors of Polymerase Kappa; DNA polymerase kappa (Homo sapiens), Q9UBT6; purified Pol kappa, fluorescent DNA synthesis assay, 10 min; Potency, µM (highest dose often 107 µM), for inactives: at the top dose activity, negative = inhibition, hits mostly inhibitors; 400,000 tested, 0.53% active; AID 588579, 2011; also: potency is read from the fitted curve at half-maximal effect; % is scaled to controls: 0 for no effect and ±100 for the full control effect
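Inhibition of 10 nM Pol kappa is measured by a fluorescent read-out at 0 and 10 min following addition of 50 nM substrate (final), with a 15-min room-temperature compound preincubation.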
Apoferritin bind: qHTS Assay for Identification of Novel General Anesthetics | Ferritin light chain (Equus caballus), P02791 | apoferritin/1-aminoanthracene competitive binding, fluorescence | Potency, µM (series often up to 77.5 µM), without a hit: at the highest dose activity change, negative = displacement, most hits filed as inhibitors | 350,000 tested, 0.074% active; also: potency is read from the fitted curve at half-maximal effect; % is scaled to controls: 0 for no effect and ±100 for the full control effect; nearly all actives have a fitted effect of over 20% in size
Target sequence (P02791 2-175 limits assumed): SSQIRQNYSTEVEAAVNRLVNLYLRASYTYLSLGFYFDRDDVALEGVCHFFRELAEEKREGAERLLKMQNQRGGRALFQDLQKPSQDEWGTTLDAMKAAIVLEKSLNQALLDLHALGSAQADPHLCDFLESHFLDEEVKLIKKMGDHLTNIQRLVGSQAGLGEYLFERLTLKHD
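Apoferritin-based anesthetic binding model; compound displacement of fluorescent 1-AMA measured as endpoint fluorescence after 10 minutes at room temperature, scaled to free-ligand and complex controls.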
BLM inh: qHTS Assay for Inhibitors of Bloom's syndrome helicase (BLM); Potency, µM (top dose mostly 56.1 µM), without a hit: at the highest dose activity change, negative = inhibition, actives largely listed as inhibitors; recombinant BLM DNA unwinding, fluorescence dequenching; 350,000 tested, 0.2% active; RecQ-like DNA helicase BLM (Homo sapiens), P54132;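 also: potency is read from the fitted curve at half-maximal effect; plate controls were vehicle for no effect and no enzyme for full effect; nearly all actives have a fitted effect of over 35% in size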
APE1 inh: qHTS Assay for Inhibitors of the Human Apurinic/apyrimidinic Endonuclease 1 (APE1) | DNA repair nuclease/redox regulator APEX1 (Homo sapiens), P27695 | recombinant APE1, TAMRA/BHQ-2 abasic DNA cleavage fluorescence | Potency, µM (top dose mostly 65.8 µM), without a hit: top-dose activity change, negative = inhibition, most hits filed as inhibitors | 350,000 tested, 0.35% active | AID 2517, 2012;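 also: potency is read from the fitted curve at half-maximal effect; plate controls were vehicle for no effect and reference inhibitor for full effect; nearly all actives have a fitted effect of over 55% in size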
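APE1 at 0.75 nM final was preincubated with compound 15 min at room temperature, then 50 nM double-stranded THF abasic-site substrate (5'-TAMRA/3'-BHQ-2) was added. Fluorescence (ex 525/em 598 nm) was read kinetically; third-minus-first read gave activity.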
ERG-DNA inh: qHTS for Small Molecule Inhibitors of the ERG Ets/DNA interaction; fluorescence polarization, His-ERG Ets domain / labelled DNA; Potency, µM (series often up to 76.9 µM), inactives show at the highest dose FP activity, negative = inhibition, actives largely listed as inhibitors; 370,000 tested, 0.028% active; active = well fitted inhibition curve with a large enough effect in the polarisation, with a control signal flat; inconclusive = small, poorly fitted or top-dose-only effect, or effect the other way, or a change in a side signal; inactive = no such curve, though single readings can be large or run the other way; the % refers to the polarisation;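 also: polarization taken with two DNA probes labelled with fluorescein and Texas red; potency is read from the fitted curve at half-maximal effect; % of control where 0% means no effect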
Target sequence (P11308 whole entry, looked up, the tested form may be a part): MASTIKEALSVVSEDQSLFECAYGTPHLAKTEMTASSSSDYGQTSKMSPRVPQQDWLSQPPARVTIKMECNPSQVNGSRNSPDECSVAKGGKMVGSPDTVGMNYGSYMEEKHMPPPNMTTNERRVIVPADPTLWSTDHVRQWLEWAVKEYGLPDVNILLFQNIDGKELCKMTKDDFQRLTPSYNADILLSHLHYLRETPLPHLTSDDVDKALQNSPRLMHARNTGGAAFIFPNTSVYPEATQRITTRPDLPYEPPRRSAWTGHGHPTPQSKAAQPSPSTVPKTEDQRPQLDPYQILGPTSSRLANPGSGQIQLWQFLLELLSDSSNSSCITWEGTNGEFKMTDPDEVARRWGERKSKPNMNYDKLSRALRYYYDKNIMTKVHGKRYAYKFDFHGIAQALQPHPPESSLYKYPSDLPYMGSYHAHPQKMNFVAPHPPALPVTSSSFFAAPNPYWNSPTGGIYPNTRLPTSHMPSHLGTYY
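His-tagged ERG Ets domain (1 uM in the protein solution; 300mM KCl, 50mM Tris-HCl, 1mM EDTA, 1mM DTT, pH 7.5) received compound, then a probe mix of 5 nM fluorescein-DNA and 100nM Texas-615-DNA. Fluorescence polarization was read for both dyes.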
TRHR agonist: qHTS for Small Molecule Agonists and Allosteric Enhancers of Human TRH Receptor: Primary Screen for Agonists; Thyrotropin-releasing hormone receptor (Homo sapiens), P34981; AID 493084, 2011; activation, % at 2 µM; TRHR cells, calcium flux fluo-8, FDSS agonist mode; 360,000 tested, 0.18% active; in the data active = activation above about 30%; also: 0% is about no effect
Target sequence (P34981 whole entry, looked up): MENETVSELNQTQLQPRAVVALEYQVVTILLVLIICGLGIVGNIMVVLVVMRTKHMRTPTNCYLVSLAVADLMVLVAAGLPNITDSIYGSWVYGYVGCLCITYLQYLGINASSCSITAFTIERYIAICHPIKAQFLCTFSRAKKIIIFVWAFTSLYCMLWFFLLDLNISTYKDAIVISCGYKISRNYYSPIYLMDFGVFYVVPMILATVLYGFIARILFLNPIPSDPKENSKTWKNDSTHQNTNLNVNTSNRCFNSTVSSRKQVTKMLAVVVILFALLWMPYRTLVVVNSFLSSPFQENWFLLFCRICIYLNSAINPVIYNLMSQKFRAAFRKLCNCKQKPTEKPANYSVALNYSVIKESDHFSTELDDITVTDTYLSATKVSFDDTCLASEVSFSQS
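TRHR-expressing cells loaded with fluo-8 calcium dye; 23 nL library compound pin-transferred, kinetic FDSS fluorescence (Ex 480/Em 530) recorded about 180 s for agonist-induced calcium release, before a 10 nM TRH EC20 addition for potentiator mode.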
An asterisk follows results filed as active; ? = inconclusive; · = no result given; & = joins results of further samples; [ ] = remark or other dose. Unless noted, calls follow the shape of the dose curve; as a rule, active = well fitted curve in the direction sought with a large enough effect; inconclusive = small, poorly fitted or top-dose-only effect, or another doubt; inactive = no such curve, though single readings can be large; an effect the other way counts as inactive or inconclusive. A portion of the library (hit frequency here may not be typical).

1. Cc1ccc(NC(=O)C2CCN(c3ncnc4sc(C)c(C)c34)CC2)cc1S(=O)(=O)N(C)C
2. Cc1ccc(CN(Cc2cccnc2)C(=O)CN2C(=O)COc3ccccc32)o1
3. Cc1nc2c(-c3ccccc3)c(C)[nH]n2c(=O)c1Cc1ccc(C(C)C)cc1
4. Cc1nn(-c2ccccc2)c(C)c1CN
5. O=C(NCc1ccc(F)cc1F)Nc1cnccc1C(F)(F)F
6. O=C(NC1Cc2ccccc2C1)c1cc(COc2ccc(F)cc2Cl)on1
7. CC(NC(=O)CC1SC(N)=NC1=O)c1ccccc1 (stereo not drawn)
8. CCOC(=O)c1cn(CC(=O)Nc2cccc(Cl)c2)nn1
9. CCN1C(=O)c2cccc3c(S(=O)(=O)NCc4ccccc4)ccc1c23
10. c1ccc(-c2ccccc2OCCCCN2CCCCCC2)cc1

entry no.	1	2	3	4	5	6	7	8	9	10
POLB inh	·	3%	-8%	17%	-2%	60%	2%	?	·	19%
POLI inh	20%	26%	18%	144%[activator]	-7%	-26%	?	-23%	?	19%
ALOX12 inh	-17%	0%	-10%	13%	-4%	3%	-3%	-6%	11%	?
POLK inh	2%	-12%	-6%	-10%	-2%	0%	-76%	-13%	-5%	-9%
Apoferritin bind	·	-11%	-2%	-7%	-7%	-18%	-6%	0%	·	-10%
BLM inh	·	1%	-5%	-1%	-6%	-3%	-5%	1%	·	-13%
APE1 inh	0%	-5%	·	0%	-1%	-5%	?	-2%	-10%	5%
ERG-DNA inh	6%	4%	0%	-2%	-2%	-6%	-10%	0%	22%	8%
TRHR agonist	-0.2	-0.8	-0.3	0.5	0.8	2.7	0.6	-0.1	-1.0	-0.3

11. Cc1ccc(Cn2c(SCc3ccc(C(=O)N4CCCCCC4)cc3)nc3ccncc32)cc1
12. CCCn1nnc(NC(=O)c2ccc(Cl)cc2Cl)n1
13. O=C(CCc1ccc(S(=O)(=O)N2CCOCC2)cc1)OCc1nc2ccccc2s1
14. O=C(COC(=O)c1ccc(Cl)s1)c1cc2ccccc2o1
15. CCN1CCC(N(Cc2cccc(OC)c2)C(=O)Nc2ccc(C)cc2Cl)CC1
16. COc1ccc(/C=C(\NC(=O)c2ccco2)C(=O)N2CCCCC2)cc1
17. Cc1cc(=O)[nH]c2cc(Cl)ccc12
18. CCOC(=O)CSc1nc2ccc(N3CCOCC3)cc2c(=O)n1Cc1ccc2c(c1)OCO2
19. COc1cc(C2CC(c3c(C)cc(C)[nH]c3=O)=NN2c2ccccc2F)cc(OC)c1OC (stereo not drawn)
20. CCOC(=O)N1CCN(CCC(=O)Nc2cc(C)ccc2OC)CC1

entry no.	11	12	13	14	15	16	17	18	19	20
POLB inh	19%	7%	3%	3%	36%	-1%	1%	-5%	3%	1%
POLI inh	6%	8%	-3%	6%	-2%	39%[activator]	-8%	·	82%[activator]	14%
ALOX12 inh	-1%	1%	-8%	-30%	?	-13%	17%	·	0%	-3%
POLK inh	-2%	-14%	-9%	-7%	-2%	3%	-9%	·	-3%	2%
Apoferritin bind	-20%	?	-9%	?	-12%	2%	-6%	-13%	208%[activator]	-8%
BLM inh	0%	0%	-3%	-11%	2%	0%	1%	-7%	-7%	-2%
APE1 inh	·	5%	0%	-7%	·	45%[activator]	0%	10%	71%[activator]	0%
ERG-DNA inh	0%	-6%	-5%	0%	-12%	0%	·	·	13%	3%
TRHR agonist	-0.7	-0.2	-0.7	0.5	-0.7	0.2	0.2	0.1	2.5	0.2

21. Cc1occc1C(=O)NCCCCc1ccccc1
22. Cc1cc(O)c(C(c2cccc(Cl)c2)N2CCN(c3ccccc3)CC2)c(=O)n1Cc1ccco1 (stereo not drawn)
23. O=c1c(-c2cccc(Cl)c2)nc2cncnc2n1Cc1ccccc1
24. C/C(=N/NC(=O)CNC(=O)c1ccccc1)c1ccc(C)cc1
25. COc1cc(OC)cc(C(=O)Nc2ccc3c(c2)OCCO3)c1
26. COC(=O)C1C(=O)C=C(Nc2ccc(F)cc2)CC1c1ccc(OC)cc1 (stereo not drawn)
27. O=C1CSC(c2ccc(F)cc2)N1c1nc2ccccc2s1 (stereo not drawn)
28. CCOc1ccc(C(=O)CCC(=O)NN2C(=O)NC3(CCCCC3)C2=O)cc1
29. CC(OC(=O)C12CCC(=O)N1c1ccccc1S2)C(=O)Nc1cccc(Cl)c1 (stereo not drawn)
30. COc1ccc(NC(=O)c2ccc(CN3CCN(c4ccccc4)CC3)cc2)cc1

entry no.	21	22	23	24	25	26	27	28	29	30
POLB inh	-11%	10%	·	-4%	12%&18%	8%	7%	·	·	2%
POLI inh	?	27%	·	65%[activator]	-2%&9%	211%[activator]	8%	32%[activator]	16%	3%
ALOX12 inh	?	-5%	?	-5%	-2%&-12%	-7%	3%	?	?	7%
POLK inh	-8%	-8%[60.1 µM]	-11%[60.1 µM]	-2%	5%&-4%	-16%	-7%	12%	0%	-8%
Apoferritin bind	?	-9%	·	?	-4%&0%	-15%	-4%	·	·	4%
BLM inh	0%	-7%	-5%	-6%	0%&-6%	0%	-12%	·	·	0%
APE1 inh	3%	·	-3%	3%	-6%	1%	-2%	28%	-1%	-1%
ERG-DNA inh	-2%	-2%	·	-3%	3%&-15%	0%	-9%	-1%	-3%	-1%
TRHR agonist	-0.3	0.3	·	-0.9	-0.5&-0.9	0.0	-0.4	0.7	-1.0	-0.6

31. CCCCNc1nc(=S)[nH]c2cc(OC)c(OC)cc12
32. COc1cccc2cc(C(=O)N3CCN(c4ncccn4)CC3)c(=O)oc12
33. COc1cccc(CNC(=O)C(=O)NCCC2CCCCN2S(=O)(=O)c2ccccc2)c1 (stereo not drawn)
34. CCc1ccc(NC(=S)NCC2CCCN2CC)cc1 (stereo not drawn)
35. CC(C)(C)N1CC(c2nc3ccccc3n2CCOc2ccccc2)CC1=O (stereo not drawn)
36. Oc1ccc(/C=N/Nc2nccnc2Cl)c(O)c1
37. CCn1cc(C(=O)NCC(C)C)c(=O)c2cc(F)c(N3CCN(C)CC3)cc21
38. CCOc1ccc(-c2cc(C(=O)NN)[nH]n2)cc1
39. CCOC(=O)C1(CC)NC(c2cccc(F)c2)C2C(=O)N(CC)C(=O)C21 (stereo not drawn)
40. Cc1ccc(S(=O)(=O)CCC(=O)OC(C)C(=O)N2CCc3ccccc32)cc1 (stereo not drawn)

entry no.	31	32	33	34	35	36	37	38	39	40
POLB inh	89µM*	-29%	·	1%	-5%	-1%	2%	-15%	15%	·
POLI inh	5%	13%	21%	122%[activator]	7%	1%	123%[activator]	15%	0%	31%[activator]
ALOX12 inh	18%	-12%	12%	-8%	2%	-15%	109%[activator]	-10%	9%	15%
POLK inh	-3%	8%	-3%	-6%	5%	-10%	-1%	-18%	-5%	-20%
Apoferritin bind	-15%	-8%	·	-11%	-7%	-23%	-5%	-12%	-8%	·
BLM inh	-7%	0%	·	2%	-5%	-9%	5%	-1%	2%	·
APE1 inh	-2%	2%	1%	-1%	-4%	-1%	25%	5%	-5%	4%
ERG-DNA inh	10%	0%	-1%	-2%	-4%	-5%	-4%	-1%	10%	2%
TRHR agonist	1.3	0.4	-0.2	0.2	-0.5	-0.5	0.7	-0.4	-0.6	0.0

41. COc1cc(C)c(CN2CCCCC2CO)cc1C (stereo not drawn)
42. O=C(CN1CCN(C(=O)c2cccc(S(=O)(=O)N3CCCC3)c2)CC1)Nc1ccccc1Cl
43. COC(=O)C(C(=O)OC)c1ccc(NC(=O)c2cccc(Cl)c2)cc1
44. O=C(Nc1ccc(NC(=O)c2cccs2)cc1)c1cccc(Br)c1

entry no.	41	42	43	44
POLB inh	0%	·	4%	0%
POLI inh	-7%[58.9 µM]	14%	29%	20%
ALOX12 inh	-5%	9%	-6%	0%
POLK inh	-2%	3%	8%	12%
Apoferritin bind	-16%	·	-4%	38%[activator]
BLM inh	1%	·	-6%	-2%
APE1 inh	-9%	-8%	2%	·
ERG-DNA inh	3%	12%	25%	-21%
TRHR agonist	0.4	-0.5	-0.5	1.3

Entries listed so far with two or more sulfur atoms, in the order listed:
1. Cc1ccc(NC(=O)C2CCN(c3ncnc4sc(C)c(C)c34)CC2)cc1S(=O)(=O)N(C)C
13. O=C(CCc1ccc(S(=O)(=O)N2CCOCC2)cc1)OCc1nc2ccccc2s1
27. O=C1CSC(c2ccc(F)cc2)N1c1nc2ccccc2s1 (stereo not drawn)

entry no.	1	13	27
POLB inh	·	3%	7%
POLI inh	20%	-3%	8%
ALOX12 inh	-17%	-8%	3%
POLK inh	2%	-9%	-7%
Apoferritin bind	·	-9%	-4%
BLM inh	·	-3%	-12%
APE1 inh	0%	0%	-2%
ERG-DNA inh	6%	-5%	-9%
TRHR agonist	-0.2	-0.7	-0.4

Assay outcomes as filed in PubChem BioAssay.
